CXCR6 inh: CXCR6 receptor inhibitors, primary screen, cell-based, beta-arrestin, luminescence, CHO-K1 PathHunter, 1536-well; C-X-C chemokine receptor type 6 (Homo sapiens), O00574; inhibition, % at 20 µM; hit rate 0.36% among 360,000; AID 602244, 2012; in the data active means inhibition above about 34%, passing the limit was not always enough;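 further: antagonist mode with CXCL16 agonist at 10 nM final; 0% = 10 nM CXCL16 with DMSO and 100% = unstimulated wells without agonist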
Mdm2 MdmX PPI: inhibitors of human Mdm2-MdmX association, primary screen, cell-based, luminescence, split luciferase, SaOS-2, uHTS | SaOS-2 split-luciferase Mdm2/MdmX complementation | inhibition, % at 8 µM | hit rate 3% among 330,000;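 active means inhibition of at least 50% at 8 µM in the primary screen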
Target sequence (O15151 whole entry, looked up): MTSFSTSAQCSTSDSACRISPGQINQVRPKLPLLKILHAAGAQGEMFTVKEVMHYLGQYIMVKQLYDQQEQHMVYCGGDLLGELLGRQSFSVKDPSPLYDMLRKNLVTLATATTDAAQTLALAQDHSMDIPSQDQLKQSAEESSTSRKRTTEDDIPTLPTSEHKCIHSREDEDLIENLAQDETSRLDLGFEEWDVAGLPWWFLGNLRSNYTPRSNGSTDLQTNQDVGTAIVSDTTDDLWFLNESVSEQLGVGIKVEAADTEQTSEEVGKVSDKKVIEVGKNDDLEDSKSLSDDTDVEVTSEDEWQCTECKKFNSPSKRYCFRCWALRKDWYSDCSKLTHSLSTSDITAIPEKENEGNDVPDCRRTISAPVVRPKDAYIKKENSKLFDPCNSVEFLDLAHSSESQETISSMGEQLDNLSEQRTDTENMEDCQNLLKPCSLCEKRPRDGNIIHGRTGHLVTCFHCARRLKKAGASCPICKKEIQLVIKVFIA
Target sequence (Q00987 whole entry, looked up): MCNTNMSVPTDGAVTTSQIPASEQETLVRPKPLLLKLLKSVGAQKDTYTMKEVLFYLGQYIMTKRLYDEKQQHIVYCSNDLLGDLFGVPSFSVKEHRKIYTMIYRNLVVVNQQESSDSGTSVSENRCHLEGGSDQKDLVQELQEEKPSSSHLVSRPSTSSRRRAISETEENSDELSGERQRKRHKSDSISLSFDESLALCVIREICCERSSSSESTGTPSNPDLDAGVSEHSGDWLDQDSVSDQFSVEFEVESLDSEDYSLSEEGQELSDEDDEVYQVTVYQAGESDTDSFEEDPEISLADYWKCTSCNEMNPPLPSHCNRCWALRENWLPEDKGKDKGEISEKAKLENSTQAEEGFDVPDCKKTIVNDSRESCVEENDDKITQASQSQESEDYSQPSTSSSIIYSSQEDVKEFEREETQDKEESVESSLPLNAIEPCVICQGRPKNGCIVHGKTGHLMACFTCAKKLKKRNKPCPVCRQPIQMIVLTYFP
TIM10 inh: growth inhibitors of isogenic TIM10 control yeast, primary screen, counter-screen for tim10-1 yeast inhibitor project, luminescence, uHTS; S. cerevisiae TIM10 strain growth, BacTiter-Glo luminescence, 24 h; AID 463195, 2010; inhibition, % at 10 µM; hit rate 1.4% among 330,000;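 active means inhibition of 40% or more at the single tested concentration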;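 further: wild-type TIM10 isogenic control strain grown at permissive 25 °C; 0% = DMSO yeast wells and 100% = minimal medium wells without yeast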
tim23-1 inh: growth inhibitors of tim23-1 mutant yeast, primary screen, luminescence, uHTS; inhibition, % at 20 µM; S. cerevisiae tim23-1 growth, BacTiter-Glo luminescence, 24 h; AID 463212, 2010; hit rate 1.3% among 330,000;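 active means growth inhibition of the mutant yeast at or above 50%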;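 further: temperature-sensitive mutant grown at 25 °C; plate controls were DMSO-treated mutant yeast for no effect and medium wells lacking yeast for full effect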
APJ agonist: agonists of human apelin receptor APJ, primary screen, CHO-K1 cells, PathHunter beta-arrestin, luminescence | AID 2520, 2010 | hit rate 0.11% among 330,000 | activation, % at 20 µM | 0% DMSO wells, 100% apelin;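 active means activation more than six SD over the plate average, tested at 20 µM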;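 further: 0% = DMSO alone and 100% = apelin-13 at 10 nM; some results filed as inactive read as strong as hits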
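assay system = CHO-K1 APJ beta-arrestin complementation cell line | input = cell density 1000 per well | dosing = compound 20 µM once, DMSO 1% | timing = compound 90 min 25 °C, reagent 1 h | measured by = luminescence from split beta-galactosidase complementation, Galacton Star/Emerald II substrate | read-out basis = APJ agonist activity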
tim10-1 inh: growth inhibitors of tim10-1 mutant yeast, primary screen, luminescence, uHTS | S. cerevisiae tim10-1 ts strain growth, BacTiter-Glo, 24 h | inhibition, % at 20 µM | hit rate 2.2% among 330,000;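 active means inhibition of at least 40%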;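 further: mutant grown at 25 °C; 0% = DMSO wells with yeast and 100% = wells holding no yeast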
APJ antag: antagonists of human apelin receptor APJ, primary screen, CHO-K1 cells, beta-arrestin complementation, luminescence. P35414. inhibition, % at 20 µM. hit rate 0.32% among 330,000. AID 2521, 2010;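 active means inhibition above about 40% at 20 µM, limit read from the data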;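 further: cells challenged with 10 nM apelin-13 agonist together with compound; plate controls were apelin-13 plus DMSO wells for no effect and DMSO wells lacking apelin-13 for full effect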
UPR XBP1 act: activators of adaptive XBP1 UPR arm, primary screen, cell-based, CHO-XBP1 luciferase reporter, luminescence, uHTS; hit rate 0.33% among 330,000; IRE1-XBP1 UPR activation; percent of tunicamycin response, DMSO as zero; activation, % at 20 µM;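 active means versus positive control, 20 µM dose yields 30% or more activation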;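 further: 100% = tunicamycin at 10 µg/mL and 0% = DMSO only wells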
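incubation = overnight seeding at 37 °C, 6 h compound treatment at 37 °C | assay system = CHO-XBP1 cells stably carrying IRE1-XBP1-driven luciferase reporter | input = 1000 cells per well | detection = luciferase luminescence | dosing = single point, 20 µM final compound, 1% DMSO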
UPR CHOP act: activators of apoptotic CHOP UPR arm, primary screen, cell-based, CHO-CHOP luciferase reporter, luminescence, uHTS | UPR activation; percent of tunicamycin response over DMSO baseline | activation, % at 10 µM | hit rate 0.34% among 330,000 | AID 449763, 2010;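 active means at 10 µM dose, activation of 40% or more, normalized to positive control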;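 further: 100% = tunicamycin at 10 µg/mL and 0% = DMSO alone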
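Test system: CHO-CHOP cells, stable luciferase reporter of PERK-eIF2a-CHOP signalling | Quantity: 500 CHO-CHOP cells per well | Buffer or medium: F12 plus 10% serum | Compound dosing: 10 µM single point, 0.5% DMSO | Schedule: 6 h compound treatment, 37 °C | Signal: Luciferase luminescence | Control set: Tunicamycin high control, DMSO low control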
The depositor's hits bear a star.

(1) Cc1cc(-c2nnc(CCC(=O)N3CCN(Cc4cccnc4)CC3)o2)c(C)o1
(2) O=C(NCCCc1ccccc1)c1cccc([N+](=O)[O-])c1
(3) COc1ccc(Cc2nnc(NC(=O)Nc3ccc(F)cc3)s2)cc1OC
(4) Cc1cc(C)nc(NC(=O)c2ccc(Cl)c(Cl)c2)n1
(5) COC(=O)CSc1nnc(SCc2ccccc2)s1
(6) COc1cccc(/C=C2/SC(=S)N(CCC(=O)N3CCOCC3)C2=O)c1

assay / entry	1	2	3	4	5	6
CXCR6 inh	1	-2	-6	6	2	-3
Mdm2 MdmX PPI	-1	4	26	1	27	53*
TIM10 inh	7	10	2	6	21	22
tim23-1 inh	8	5	19	17	26	23
APJ agonist	-2	-2	0	-2	2	0
tim10-1 inh	13	22	-1	5	19	12
APJ antag	2	1	-8	16	24	5
UPR XBP1 act	-4	-4	-3	0	-2	1
UPR CHOP act	-0.2	-0.8	0.5	2.1	-1.4	5.1

(7) CC1(c2ccccc2Cl)NC(=O)N(CC(=O)Nc2cccnc2Cl)C1=O (stereo unspecified)
(8) Nc1ccc2c(c1)ncn2CCCn1cnc2cc(N)ccc21
(9) C/C(=N\NC(=O)c1c(Cl)c(C)nn1C)c1cccc(NC(=O)C2CCCC2)c1
(10) CC(=O)OCC(=O)C1(O)CCC2C3CCC4=CC(=O)C=CC4(C)C3C(O)CC21C (stereo unspecified)
(11) Cc1ccc(C(=O)NCC2CCCO2)cc1N1CCCC1=O (stereo unspecified)
(12) COc1ccc(Cl)cc1C(=O)NC(C)C

assay / entry	7	8	9	10	11	12
CXCR6 inh	4	-8	-1	-6	-10	9
Mdm2 MdmX PPI	2	16	0	0	-1	8
TIM10 inh	-3	-8	8	10	3	9
tim23-1 inh	-9	-7	19	7	14	-11
APJ agonist	-4	-1	-8	6	-2	-3
tim10-1 inh	-11	-8	-2	19	13	8
APJ antag	19	5	9	-16	5	9
UPR XBP1 act	1	-4	-5	-5	1	-3
UPR CHOP act	-0.1	1.4	1.2	-0.1	-1.4	-0.6

(13) COc1ccc(S(=O)(=O)N2CCc3ccccc32)cc1C(=O)N1CCC(C)CC1
(14) COc1cccc(C(=O)COc2cccc(NC(=O)c3cccc([N+](=O)[O-])c3)c2)c1
(15) Cc1cccc(NC(=O)c2ccco2)c1C(=O)O
(16) CC1CCN(c2ccc(C(=O)N3CCOCC3)cc2[N+](=O)[O-])CC1
(17) O=C(Nc1ccc(C(F)(F)F)cc1)C1CC(=O)N(c2ccc3c(c2)OCCO3)C1 (stereo unspecified)
(18) O=c1c(Cl)c(N2CCN(c3ccc(F)cc3)CC2)cnn1-c1nc2ccccc2s1

assay / entry	13	14	15	16	17	18
CXCR6 inh	-10	7	0	-5	-6	1
Mdm2 MdmX PPI	3	25	23	-9	16	-21
TIM10 inh	1	11	9	3	-14	2
tim23-1 inh	31	11	12	25	-6	6
APJ agonist	-2	2	0	0	-1	-3
tim10-1 inh	16	9	-10	13	6	-3
APJ antag	1	-20	17	12	-9	-14
UPR XBP1 act	-3	1	0	1	-2	0
UPR CHOP act	1.3	-1.9	-0.5	2.6	-3.3	1.7

(19) C/C(CC1CC(COCCC(C)C)OC1=O)=N\NC(N)=S (stereo unspecified)
(20) CCOc1ccc(Oc2nc(NCC(C)C)nc(OC)n2)nn1
(21) COc1cccc(CN(C)C(=O)c2cccc(S(=O)(=O)N3CCN(Cc4ccccc4)CC3)c2)c1OC
(22) COc1ccc(CNC(=O)c2ccc(Cn3cc(Cl)cn3)o2)cc1
(23) O=C(NC1CCCCC1)N1CCc2[nH]c3ccccc3c2C1
(24) CC(=O)c1ccc(NC(=O)C(C)OC(=O)CCN=C2NS(=O)(=O)c3ccccc32)cc1 (stereo unspecified)

assay / entry	19	20	21	22	23	24
CXCR6 inh	-15	2	-10	-4	-13	6
Mdm2 MdmX PPI	17	22	14	7	13	-3
TIM10 inh	-1	-4	-22	-15	15	8
tim23-1 inh	16	-9	-59	6	27	-18
APJ agonist	2	-3	13	-3	-2	-4
tim10-1 inh	-2	-1	0	18	28	-25
APJ antag	-15	10	8	-2	-15	-48
UPR XBP1 act	0	-1	-2	-4	2	-2
UPR CHOP act	-0.8	-1.4	2.1	-1.6	-0.6	3.5

(25) Cc1nc2cc(C(=O)N3c4ccccc4CC3C)ccc2s1 (stereo unspecified)
(26) NC(=O)C1CCCNC1 (stereo unspecified)
(27) O=C1C(C2=NC(C(=O)O)C3C(=O)N(c4ccccc4)C(=O)C23)=C(O)c2ccccc21 (stereo unspecified)
(28) O=C(NCc1ccc2c(c1)OCO2)C1CCN(c2ccc(S(=O)(=O)N3CCCC3)cc2)CC1
(29) COc1cc([N+](=O)[O-])ccc1NC(=O)CCN1C(=O)C2C3CCC(C3)C2C1=O (stereo unspecified)
(30) CC(=O)c1csc(COc2ccccc2)n1

assay / entry	25	26	27	28	29	30
CXCR6 inh	1	1	-4	-1	2	4
Mdm2 MdmX PPI	26	-18	7	-3	38	6
TIM10 inh	8	3	-5	-6	8	-13
tim23-1 inh	31	-6	1	5	1	-7
APJ agonist	-3	0	-3	-5	0	-5
tim10-1 inh	43*	-11	17	19	7	-11
APJ antag	4	8	4	14	3	-9
UPR XBP1 act	1	-5	0	-1	-2	-1
UPR CHOP act	0.1	1.2	-1.4	-0.4	0.3	5.0

(31) Cc1ccc(NC(=O)COC(=O)c2ccccc2Cl)cc1S(=O)(=O)N(C)C
(32) Cc1ccc(-c2nc3cc(N)ccc3o2)c(C)c1
(33) COC(=O)COC(=O)CC(CC(N)=O)c1ccccc1 (stereo unspecified)
(34) Cc1ccc(C(=O)OCC(=O)NC2CCCCC2)s1
(35) CCN(CC(=O)Nc1ccc2c(c1)OCO2)Cc1nc2ccccc2c(=O)[nH]1
(36) N#Cc1c(-c2cccs2)nc(SCC(=O)c2cccs2)[nH]c1=O

assay / entry	31	32	33	34	35	36
CXCR6 inh	-2	-13	5	5	-13	3
Mdm2 MdmX PPI	-1	-137	-27	-5	-23	33
TIM10 inh	0	26	-10	-3	-8	11
tim23-1 inh	17	41	2	24	-2	39
APJ agonist	0	-2	-4	-2	-3	2
tim10-1 inh	17	30	8	6	14	20
APJ antag	-4	-3	5	7	5	-2
UPR XBP1 act	0	-5	1	1	1	-3
UPR CHOP act	-1.2	-0.9	0.4	0.7	-1.3	-2.5

(37) Cc1ccc(NC(=O)c2ccc(Nc3ccccc3F)nc2)cc1
(38) Fc1cccc(Cl)c1CSc1nnc2ccccn12
(39) Cc1ccccc1OCC(=O)OCC(=O)Nc1ncc(Cl)c(C)c1Cl
(40) O=C(Nc1ccccc1)Nc1cnccn1
(41) COc1ccc(CCNC(=O)C23CCC(C)(C(=O)O2)C3(C)C)cc1OC (stereo unspecified)
(42) Clc1ccccc1OCc1nn2c(-c3ccncc3)nnc2s1

assay / entry	37	38	39	40	41	42
CXCR6 inh	-8	0	-6	6	5	-4
Mdm2 MdmX PPI	4	7	-33	16	-1	2
TIM10 inh	22	10	6	2	-2	17
tim23-1 inh	-1	1	14	-3	5	25
APJ agonist	-1	-5	-4	-1	-5	2
tim10-1 inh	4	9	-5	0	11	30
APJ antag	7	6	1	10	1	9
UPR XBP1 act	5	-3	-1	-4	-2	7
UPR CHOP act	4.4	3.6	0.0	0.5	0.5	0.8

(43) O=C(OCc1cc2ccccc2[nH]c1=O)c1ccccn1
(44) COc1ccccc1CC(=O)N1CCN(S(=O)(=O)c2ccccc2F)CC1
(45) Cc1ccc(C(=O)NCCC2=CCCCC2)cc1S(=O)(=O)N1CCCCC1
(46) O=c1nc(-c2ccccc2)cn[nH]1
(47) O=C(Nc1ccc(F)cc1)c1nc(S(=O)(=O)Cc2ccccc2)ncc1Cl
(48) Cc1cc(OCC(=O)NCc2ccncc2)c2c(C)cc(=O)oc2c1

assay / entry	43	44	45	46	47	48
CXCR6 inh	-7	0	8	-10	62*	-2
Mdm2 MdmX PPI	22	7	-10	-21	96*	9
TIM10 inh	13	-9	6	-4	3	6
tim23-1 inh	-13	0	39	4	61*	-4
APJ agonist	-3	0	-3	-2	-6	-3
tim10-1 inh	14	-8	41*	4	31	-6
APJ antag	3	10	-6	6	40*	6
UPR XBP1 act	2	0	0	-1	-11	-3
UPR CHOP act	3.1	-0.3	2.1	-0.8	-8.9	-2.0

(49) O=C(NCc1ccncc1)C1CCN(S(=O)(=O)c2ccc(F)cc2)CC1
(50) COc1cccc(CNC(=O)c2ccc(NC(=O)CC3SC(N4CCCCC4)=NC3=O)cc2)c1 (stereo unspecified)
(51) O=C(Nc1ccc(F)cc1)c1ccc(CSc2ccc(Cl)cc2)o1
(52) CC(NC(=O)c1ccco1)C(=O)OCC(=O)c1ccc(Cl)s1 (stereo unspecified)
(53) CCN(CC)S(=O)(=O)c1cccc(C(=O)Nc2ccc(C#N)cc2)c1
(54) COCCCNC(=O)C1CCCCN1S(=O)(=O)c1ccc(F)cc1 (stereo unspecified)
(55) O=[N+]([O-])c1ccc(Nc2ccccc2O)c2nonc12
(56) O=C(CNS(=O)(=O)Cc1ccccc1)NCc1ccccc1

assay / entry	49	50	51	52	53	54	55	56
CXCR6 inh	2	-2	1	0	0	-1	25	-5
Mdm2 MdmX PPI	-25	13	3	1	5	-9	-10	-4
TIM10 inh	-3	4	8	-2	22	7	-10	5
tim23-1 inh	5	0	18	14	18	-3	6	-4
APJ agonist	-2	-3	0	-4	-1	-1	-3	-2
tim10-1 inh	13	5	31	0	27	0	-21	7
APJ antag	4	6	-12	27	-32	3	4	5
UPR XBP1 act	-2	5	4	0	1	-1	-5	0
UPR CHOP act	1.9	3.7	-0.7	-1.3	-2.8	1.2	-0.9	1.8

High-throughput results as filed in PubChem.

Some of the compounds tested. The share of hits here may be higher or lower than overall.
